Assay outcomes: PubChem, The Scripps Research Institute Molecular Screening Center
PP5 primary – PP5 phosphatase inhibitors, primary screen, biochemical, fluorescence | inhibition, % at 6.7 µM | 320,000 compounds, 0.18% hits | Serine/threonine-protein phosphatase 5 (Homo sapiens), P53041 | purified PP5c, OMFP substrate fluorescence;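 active = inhibition above the campaign's mean inhibition across all tested compounds plus 3 SD, cut at about 9.5% in these data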;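 note: 0% = DMSO only and 100% = 100 µM cantharidin control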
PAFAH2 inh – PAFAH2 enzyme inhibitors, primary screen, biochemical, fluorescence polarization, human; Platelet-activating factor acetylhydrolase 2, cytoplasmic (Homo sapiens), Q99487; recombinant PAFAH2, FP-rhodamine activity probe; inhibition, % at 3.39 µM; 340,000 compounds, 0.99% hits; AID 492956, 2010;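 active = inhibition above the mean over all tested compounds plus 3 SD, cut at about 30% in these data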;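 note: inhibitors block probe labeling of enzyme so polarization drops; 0% = enzyme with DMSO and 100% = wells lacking PAFAH2 protein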
procasp7 counter – procaspase-7 activators, primary screen, counter-screen for procaspase-3 activator project, biochemical, absorbance, HTS, human. recombinant procaspase-7, Ac-DEVD-pNA absorbance 405 nm; D23A/D198A/D206A triple mutant, cannot self-cleave; scale: DMSO 0, 5 µM enzyme 100. 330,000 compounds, 0.093% hits. Caspase-7 (Homo sapiens), P55210. activation, % at 8.5 µM;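 active = percent activation above the screen-wide mean plus 3 SD, cut at about 25% in these data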
Target sequence (P55210 whole entry D23A/D198A/D206A): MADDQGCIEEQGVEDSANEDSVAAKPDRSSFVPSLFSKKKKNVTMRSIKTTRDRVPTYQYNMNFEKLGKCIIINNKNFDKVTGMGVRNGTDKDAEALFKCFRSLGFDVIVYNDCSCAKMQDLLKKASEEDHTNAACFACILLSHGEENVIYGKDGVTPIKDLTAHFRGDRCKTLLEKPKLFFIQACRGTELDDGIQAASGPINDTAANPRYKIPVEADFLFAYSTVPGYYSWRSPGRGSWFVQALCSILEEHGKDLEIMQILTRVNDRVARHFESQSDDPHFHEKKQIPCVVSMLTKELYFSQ
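Assay system: Uncleavable procaspase-7 mutant enzyme | Input: 2 µM procaspase-7 mutant as dispensed | Timing: 1 h compound preincubation, 2 h substrate cleavage, 25 °C | Repeats: One well per compound | Control set: DMSO wells as 0%, DMSO with 5 µM added PC-7 as 100% | Technique: Epi-absorbance of released pNA at 405 nm, two timepoints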
proCasp3 act – activators of human procaspase-3 D3A mutant, primary screen, biochemical, absorbance, PC-3 D3A mutant, single concentration; Caspase-3 (Homo sapiens), P42574; recombinant procaspase-3 D3A, Ac-DEVD-pNA absorbance 405 nm; activation, % at 8.5 µM; 330,000 compounds, 0.11% hits;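 active = activation above the mean of all tested compounds plus 3 SD, cut at about 21% in these data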;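 note: 0% = DMSO alone and 100% = DMSO wells spiked with extra 5 µM PC-3 D3A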
Target sequence (P42574 whole entry D9A/D28A/D175A): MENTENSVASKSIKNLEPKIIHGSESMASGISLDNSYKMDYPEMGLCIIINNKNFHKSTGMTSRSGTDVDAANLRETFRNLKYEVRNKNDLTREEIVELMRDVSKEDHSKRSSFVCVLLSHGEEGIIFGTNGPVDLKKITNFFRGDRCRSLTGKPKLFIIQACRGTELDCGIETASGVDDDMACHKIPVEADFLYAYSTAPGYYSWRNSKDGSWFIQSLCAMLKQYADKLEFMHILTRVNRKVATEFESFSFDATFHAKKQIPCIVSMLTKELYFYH
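Assay system: Autoprocessing-dead procaspase-3 D3A mutant enzyme; also added: Ac-DEVD-pNA; doses: one concentration, 8.5 µM nominal, 0.8% DMSO; times: 1 h compound preincubation, 2 h substrate hydrolysis at 25 °C; technique: 405 nm absorbance of p-nitroaniline, reads at 0 and 120 min; measure: % activation between DMSO and enzyme-spiked controls; repeats: single replicate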
core dimer inh – inhibitors of HCV core protein dimerization, primary screen, biochemical, TR-FRET, high-throughput. 300,000 compounds, 0.33% hits. inhibition, % at 5 µM. AID 1899, 2009. TR-FRET GST/Flag-core106 dimerization, 1536-well;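 active = inhibition above the mean of all tested compounds plus 3 SD, set per screening campaign, cut at about 45% in these data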
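test system = GST/Flag-tagged HCV core106 proteins | probe or stimulus = Eu donor and XL665 acceptor anti-tag antibodies | times = compound-protein-antibody incubation 4 h at 22.5 °C | signal = TR-FRET, excitation 340 nm, emission 617 and 671 nm | measure = percent inhibition of core106 dimerization signal | controls = wells lacking GST-core106 and wells with excess unlabelled core106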
CTSL1 counter – Fasciola hepatica cathepsin L1 inhibitors, primary screen, counter-screen for PFM18AAP inhibitor project, biochemical, QFRET, fluorogenic peptide substrate | recombinant F. hepatica cathepsin L1, Z-Leu-Arg-MCA fluorescence | inhibition, % at 5.96 µM | 300,000 compounds, 0.49% hits | AID 1906, 2009;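 active = inhibition above the mean of all tested compounds plus 3 SD, set per screening campaign, cut at about 17% in these data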;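 note: 0% = plate median of test compound wells and 100% = 1 µM Z-Phe-Ala-diazomethylketone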
TPT1 inhibitor – Candida albicans TPT1 enzyme inhibitors, primary screen, biochemical, fluorescence polarization | inhibition, % at 5 µM | tRNA 2'-phosphotransferase TPT1 (Candida albicans SC5314) | recombinant caTPT1, FP RNA substrate dephosphorylation | 300,000 compounds, 0.81% hits;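 active = inhibition above the mean of all tested compounds plus 3 SD, set per screening campaign, cut at about 24% in these data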;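 note: plate controls were DMSO alone for no effect and ferristatin control at 100 nM for full effect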
PP1 counter – PP1-alpha phosphatase inhibitors, primary screen, counter-screen for PP5 inhibitor project, biochemical, fluorescence, OMFP substrate, single point; Serine/threonine-protein phosphatase PP1-alpha catalytic subunit (Homo sapiens), P62136; purified PP1alpha; inhibition, % at 6.7 µM; 320,000 compounds, 0.9% hits;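 active = inhibition above the mean inhibition of all tested compounds plus 3 SD, computed separately for each screening campaign, cut at about 15% in these data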
Target sequence (P62136 whole entry, looked up): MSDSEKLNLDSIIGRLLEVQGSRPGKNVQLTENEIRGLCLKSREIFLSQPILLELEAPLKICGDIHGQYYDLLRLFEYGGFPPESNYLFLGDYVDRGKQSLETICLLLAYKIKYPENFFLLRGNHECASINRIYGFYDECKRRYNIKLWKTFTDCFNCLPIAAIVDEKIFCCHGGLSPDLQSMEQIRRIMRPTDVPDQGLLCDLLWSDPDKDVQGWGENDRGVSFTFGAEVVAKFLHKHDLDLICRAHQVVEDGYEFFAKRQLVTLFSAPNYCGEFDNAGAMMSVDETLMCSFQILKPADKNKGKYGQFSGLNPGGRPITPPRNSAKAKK
AHR act – AHR activators, primary screen, cell-based, luminescence, luciferase reporter, human | Aryl hydrocarbon receptor (Homo sapiens), P35869 | AHR-responsive luciferase reporter cells | activation, % at 5 µM | 320,000 compounds, 2.5% hits; in the data active = activation above about 47%;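 note: 0% = vehicle wells and 100% = reference agonist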
The depositor's hits bear a star; nt = no result given. An unsorted share of the library. Share with any hit: about 5.6%.

The opening 2 entries, to show the layout:
SMILES	PP5 primary	PAFAH2 inh	procasp7 counter	proCasp3 act	core dimer inh	CTSL1 counter	TPT1 inhibitor	PP1 counter	AHR act
COc1ccc(Nc2ccc(Cl)cc2)c(C(=O)O)c1	0.3	-1.9	-4.9	-6.1	-16.4	2.0	0.2	-1.3	3.0
O=C(NCc1ccccc1)C(c1ccccc1)N(C(=O)c1csnn1)C1CC1 (stereo unspecified)	1.5	4.5	-1.7	8.9	1.4	-2.3	-7.3	0.6	-0.1

Results (from the top)
SMILES	PP5 primary	PAFAH2 inh	procasp7 counter	proCasp3 act	core dimer inh	CTSL1 counter	TPT1 inhibitor	PP1 counter	AHR act
COc1ccc(Nc2ccc(Cl)cc2)c(C(=O)O)c1	0.3	-1.9	-4.9	-6.1	-16.4	2.0	0.2	-1.3	3.0
O=C(NCc1ccccc1)C(c1ccccc1)N(C(=O)c1csnn1)C1CC1 (stereo unspecified)	1.5	4.5	-1.7	8.9	1.4	-2.3	-7.3	0.6	-0.1
COc1ccc(Cl)cc1NC(=O)CCNC(=O)Cn1ccc2ccccc2c1=O	0.3	-2.9	-1.1	1.5	-1.6	-3.2	-1.5	1.4	0.7
CCc1ccc(NC(=O)CN(c2ccc3c(c2)OCO3)S(=O)(=O)c2c(C)noc2C)cc1	3.7	-5.9	15.2	-6.3	10.2	0.5	-0.2	-4.1	13.2
CCOc1ccc(OCC(=O)c2c(O)c3ccccc3oc2=O)cc1	-5.3	6.3	-17.2	-9.0	0.3	-5.7	-2.6	-1.6	12.8
Cc1ccccc1C(=O)NNS(=O)(=O)c1cccc([N+](=O)[O-])c1	3.2	2.7	4.2	11.0	2.1	-2.6	-2.5	2.9	2.6
Cc1ccc(NC(=O)CSc2ccc3c(c2)OCCO3)nc1	-0.7	-3.9	2.7	3.2	-0.5	-2.7	1.4	-2.3	4.3
CCCNS(=O)(=O)c1cc(Br)cc2c1N(C(=O)CC)CC2	-0.1	-4.4	8.8	-12.6	-4.2	-4.2	0.0	-0.9	-2.3
O=C(O)CCCNC(=O)c1ccc(NC(=O)Cc2ccc(Cl)cc2)cc1	1.4	1.2	-6.0	-1.9	3.9	3.1	-2.6	-4.3	-0.1
O=C(c1ccc(Cl)cc1)C1CCCN(Cc2cccn2-c2cccnc2)C1 (stereo unspecified)	1.4	4.5	-5.8	-0.6	2.8	1.1	-14.5	0.5	20.5
COc1ccc(Nc2nc(-c3ccccc3)nc3ccccc23)c(OC)c1	4.8	5.6	9.0	-9.2	-0.5	-4.0	2.2	2.6	27.7
C/C=C\C=C/C(=O)Nc1cccc(C2=NOC3(C2)C[C@@H](C(N)=O)N(C(=O)/C=C/CC)C3)c1 (stereo partly specified)	-1.4	-14.7	3.5	1.0	52.7*	3.8	1.3	1.1	0.9
O=C(COC(=O)c1ccc2c(c1)OCO2)NC1CCCCC1	nt	89.1*	3.3	2.4	nt	nt	nt	nt	0.2
Cc1ccc(NC(=O)CSc2nnc(C)n2-c2ccccc2)cc1	-5.3	-15.4	-2.4	-8.8	0.2	1.8	-2.0	0.6	18.0
Cc1ccc(N(CC(=O)NCCc2ccc(F)cc2)S(=O)(=O)c2ccc(Cl)c([N+](=O)[O-])c2)c(C)c1	4.5	-7.3	3.5	4.6	6.3	-2.5	1.6	4.8	-1.9
CCN(CC)c1ccc(C2NCC(c3ccc([N+](=O)[O-])cc3)O2)cc1 (stereo unspecified)	0.2	3.6	2.4	7.1	2.9	7.2	2.8	-10.5	-0.1
O=C(Cc1ccccc1F)Nc1ccccc1-c1ccccc1	1.7	-1.9	5.6	-1.6	0.0	-0.1	-0.2	2.4	0.7
O=C(c1ccc(-c2ccccc2)c(F)c1)C1CCCN(CCCn2cccn2)C1 (stereo unspecified)	0.2	1.3	-0.6	0.1	0.5	-3.2	3.5	-1.9	4.8
C/C(=N\OCC(=O)Nc1ccccc1Br)c1cccs1	4.9	-4.0	-15.3	0.7	4.5	-1.0	1.1	-0.8	3.0
COc1ccc2[nH]c3c(NCCN(C(C)C)C(C)C)ncnc3c2c1	2.2	1.6	9.6	8.7	0.3	0.3	-3.3	-1.6	6.4
Cc1cc(C(=O)OCn2nnc3ccccc3c2=O)c(C)o1	-1.1	0.0	-4.0	5.0	0.4	-0.6	2.0	-5.2	1.7
COc1ccc(/C=N/NC(=O)Cn2cnc3c2c(=O)n(C)c(=O)n3C)c(OC)c1OC	1.7	nt	-0.1	-2.4	-1.6	8.7	1.2	0.0	-2.1
COC1CCCN(C(=O)c2ccc(OC3CCN(S(=O)(=O)N(C)C)CC3)cc2)C1 (stereo unspecified)	3.4	9.7	1.0	0.3	-1.2	-2.4	2.0	-3.0	-3.0
Cc1ccc(N2C(=O)CC(Sc3ccccc3C(=O)O)C2=O)c([N+](=O)[O-])c1 (stereo unspecified)	1.1	9.1	-26.6	-22.3	2.5	-0.6	-1.0	-4.2	-1.9
Cc1cc(C(C)(C)C)nc2[nH]n(-c3ccccc3)c(=O)c12	4.0	4.0	1.8	1.6	-4.1	-1.3	1.0	-2.2	13.2
O=C(NCc1cccc(Cl)c1)c1cccc(OC2CCN(C(=O)C3CC3)CC2)c1	1.5	5.8	3.2	0.4	-0.2	-1.3	-2.1	-5.0	-1.6
O=C(Cc1ccc(Cl)c(Cl)c1)Nc1cccnc1	2.0	2.7	4.0	1.7	9.7	4.8	1.0	1.6	14.5
O=C(Cn1nnc(-c2ccccc2)n1)N/N=C/c1ccco1	3.2	-0.2	9.2	-5.1	-4.0	-0.5	2.6	0.3	-1.5
CCOC(=O)c1csc(NC(=O)C2CCCCC2)n1	1.4	11.2	0.1	3.9	0.7	-0.1	0.8	2.4	-0.1
COc1ccc(C2CC(=O)C3=C(C2)Nc2ccccc2N(C(=O)CCC(=O)O)C3c2ccc(F)cc2)cc1OC (stereo unspecified)	2.3	-7.0	-6.9	1.2	6.4	-0.2	0.4	-9.9	3.2
Cc1nn(-c2ccccc2)c2c1C(c1c(C)[nH]c(C#N)c1C)C(C#N)=C(N)O2 (stereo unspecified)	-0.1	2.1	2.3	-1.5	3.0	-9.6	-0.7	1.0	14.6
O=C(Cn1c(CO)nc2ccccc21)NCCc1ccc(F)cc1	-2.9	-1.3	-4.3	0.4	-3.0	9.2	0.5	7.1	1.3
CCCC(c1nnnn1CS(=O)(=O)c1ccc(C)cc1)N1CCN(C2CCCC2)CC1 (stereo unspecified)	0.6	3.5	2.1	-0.9	-14.0	-3.0	-4.0	3.6	-0.5
COc1cc(/C=C/C(=O)OCC(=O)NCC(=O)Nc2cccc(C)c2C)ccc1OC(F)F	-0.1	-0.1	6.9	-3.8	nt	nt	nt	1.0	1.1
O=C(CSc1n[nH]c(-c2ccccc2F)n1)NCC(=O)Nc1ccc(F)c(F)c1F	4.7	1.0	-14.3	-1.8	0.2	0.6	-0.5	0.4	7.6
O=C(NC(=S)Nc1ccc(S(=O)(=O)Nc2nccs2)cc1)C1CC1	-0.7	0.7	5.8	5.6	-0.2	-0.5	-1.9	-0.9	-0.7
CC1CN(C(=O)Nc2ccc(F)cc2)C2(CCCCCC2)O1 (stereo unspecified)	0.7	-5.8	2.0	-1.8	-2.6	-0.8	-4.0	-2.9	1.6
Cc1nnc(N2CCN(Cc3ccccc3)CC2)[nH]c1=O	1.0	-1.6	5.3	-5.7	-8.6	-2.2	-0.7	-2.9	-0.8
O=C(Nc1cnn(Cc2ccccc2)c1)NC12CC3CC(CC(C3)C1)C2	3.0	5.0	1.9	-3.6	0.2	-6.5	2.0	-0.2	7.0
CCOC(=O)c1c(C)oc2ccc(OC(=O)N3CCOCC3)cc12	3.1	5.2	-3.8	8.0	2.0	4.8	-0.7	-4.2	24.2
O=C1CC(N2CCC(c3nc4ccccc4o3)CC2)C(=O)N1 (stereo unspecified)	-2.1	-1.0	-42.3	-18.6	-7.9	1.4	-3.2	0.3	10.4
Cc1nn(CC(=O)NCc2ccc(C(=O)O)cc2)c(C)c1[N+](=O)[O-]	1.0	7.1	3.8	-4.9	-1.6	-1.0	-6.0	0.3	0.7
C=CCSc1nnc(CC(OC)OC)n1-c1ccccc1	0.1	0.0	2.9	4.9	-3.7	-1.6	-1.0	-1.8	-3.4
NC(=O)C1CCN(C2OC(=O)c3ccccc32)CC1 (stereo unspecified)	-0.2	1.6	9.3	-5.3	0.4	-4.1	4.5	-1.0	0.4
N#Cc1c(-c2ccccc2)nc(SCC(=O)Nc2ccccc2F)[nH]c1=O	1.4	-6.6	5.9	-2.4	3.6	0.4	-2.5	2.8	0.4
O=C(/C=C/Nc1ccccc1F)c1ccc(Br)cc1	0.2	-5.3	-6.4	-5.0	-1.6	-1.5	4.3	-1.1	32.2
Cc1c(C(C)C)c(=O)n(-c2ccc(S(=O)(=O)NC3CCCCC3)cc2)n1C	0.8	nt	-1.5	-1.1	3.0	5.2	-0.9	-2.8	0.7
Cc1nnsc1C(=O)NCc1c(F)cccc1Cl	2.4	2.2	7.7	1.8	-11.3	-1.4	-1.5	-4.0	20.0
COc1ccc2nc(NC(=O)c3ccccc3O)sc2c1	-0.7	12.3	9.5	-2.7	-4.7	5.6	-0.5	10.0	130.0*
CCc1cccc(NC(=O)c2ccc(Cn3c(=O)[nH]c4ccsc4c3=O)cc2)c1	1.9	-8.2	7.7	7.8	12.8	-3.0	2.4	18.1*	1.6
CCC(C)NC(=O)c1ccc(CS(=O)(=O)c2ccc(OC)cc2)o1 (stereo unspecified)	-0.1	-3.0	-0.8	-3.3	-5.6	-4.1	3.5	-7.1	0.1
CCN(CC)C(=O)c1ccc(C(=O)Nc2ccc(F)cc2)cc1	1.2	0.8	-4.3	-7.8	4.8	-2.8	-3.0	-4.8	0.8
Cc1ccc(CNC(=O)c2ccc(Cl)c(S(N)(=O)=O)c2)n1C	1.3	1.8	14.3	3.3	9.7	-4.2	1.4	5.5	0.4
